Rat MKP-3 inhibitors: inhibition of rat DUSP6 enzyme activity – biochemical, in vitro, primary screen (AID 425). inhibition, % at 20 µM; hits with a dose series show IC50 in µM. recombinant MKP-3 phosphatase activity, fluorescence; higher % means a stronger effect. actives 0.17% (n = 110,000); in the data active means inhibition above about 50%;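 further: plate controls were vehicle for no effect and reference inhibitor for full effect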
Hsp70 inhibitors: Hsp70 inhibitors, probe displacement, primary screen, biochemical, fluorescence polarization (AID 583). Hsp70 fluorescence polarization probe displacement, mP; higher % means a stronger effect. one-dose displacement, % at 20 µM; IC50 in µM for titrated hits. actives 0.06% (n = 140,000); in the data active means displacement above about 50%;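 further: plate controls were vehicle for no effect and reference ligand for full effect; a part of the inactive calls stands beside numbers as strong as those of hits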
* hit, by the source's call; . = no result given; & = joins results of further samples.

Cc1cc(C(=O)N2CCN(c3ncccn3)CC2)c2cc(F)ccc2n1
- Rat MKP-3 inhibitors = -2.6%
- Hsp70 inhibitors = -0.7%
COc1cc(/C=C/C(=O)O)cc(S(=O)(=O)NCCCC(=O)O)c1OC
- Rat MKP-3 inhibitors = 3.3%
- Hsp70 inhibitors = -1.6%
CC1=C(C(=O)NC(C)C)C2(CCC(C)CC2)OC1=O (configuration not stated)
- Rat MKP-3 inhibitors = 4.7%
- Hsp70 inhibitors = 5.1%
CCN1CCN(Cc2ccc(NC(=O)CC3Oc4ccc(C)cc4NC3=O)cc2)CC1 (configuration not stated)
- Rat MKP-3 inhibitors = -10.6%
- Hsp70 inhibitors = 2.7%
COc1ccccc1/C=C1\SC(=N)N(c2ccc(F)cc2)C1=O
- Rat MKP-3 inhibitors = 1.9%
- Hsp70 inhibitors = -2.6%
O=C(CC1S/C(=N\N=C\c2ccccc2)NC1=O)Nc1ccccc1F (configuration not stated)
- Rat MKP-3 inhibitors = 4.8%
- Hsp70 inhibitors = -1.7%
CCOC(=O)c1cc2cc(OC)ccc2nc1C
- Rat MKP-3 inhibitors = .
- Hsp70 inhibitors = 3.1%
CCSc1nnc2c(n1)OC(c1ccc(C(=O)O)cc1)Nc1ccccc1-2 (configuration not stated)
- Rat MKP-3 inhibitors = -0.5%
- Hsp70 inhibitors = 2.9%
O=c1c2c(nc3cc(-c4ccc(F)cc4)[nH]n13)CCC2
- Rat MKP-3 inhibitors = 0.9%
- Hsp70 inhibitors = -6.6%
CCOc1ccc(S(=O)(=O)NCCC(=O)NC2=NCCS2)cc1
- Rat MKP-3 inhibitors = -8.5%
- Hsp70 inhibitors = 5.0%
CCOC(=O)Cc1nnc(NC(=O)C(CC)Sc2nnc3c4ccccc4n(C)c3n2)s1 (configuration not stated)
- Rat MKP-3 inhibitors = -8.7%
- Hsp70 inhibitors = 8.4%
O=C1C2CC=CCC2C(=O)N1CC(=O)N(Cc1ccccc1)C1CCS(=O)(=O)C1 (configuration not stated)
- Rat MKP-3 inhibitors = -12.8%
- Hsp70 inhibitors = -6.7%
CC(C)C(=O)Nc1ccc(NC(=O)c2ccccc2Cl)nc1
- Rat MKP-3 inhibitors = -1.7%
- Hsp70 inhibitors = 1.6%
CC1(C)CC(=O)C2=C(C1)Nc1ccccc1N(C(=O)Cc1ccccc1)C2c1ccc(Cl)cc1 (configuration not stated)
- Rat MKP-3 inhibitors = -0.3%
- Hsp70 inhibitors = -0.8%
COC(=O)CCCC(=O)Nc1c(F)c(F)c(F)c(F)c1F
- Rat MKP-3 inhibitors = 1.2%
- Hsp70 inhibitors = -3.6%
O=C(NN1C(=O)CSC1c1ccc(Br)cc1)c1ccccc1 (configuration not stated)
- Rat MKP-3 inhibitors = -0.2%
- Hsp70 inhibitors = 0.4%
O=C(NCC1CCCO1)c1ccc(NC(=O)C2C3C=CC(C3)C2C(=O)O)cc1 (configuration not stated)
- Rat MKP-3 inhibitors = .
- Hsp70 inhibitors = -4.1%
CC(C)(C)c1cc(C(=O)Nc2cccc3ccccc23)ccn1
- Rat MKP-3 inhibitors = .
- Hsp70 inhibitors = 15.5%
CSc1nc(=S)n(-c2ccc([N+](=O)[O-])cc2)c(C)c1C(C)=O
- Rat MKP-3 inhibitors = 4.1%
- Hsp70 inhibitors = 2.3%
Cc1ccc(S(=O)(=O)N2CCCC2C(=O)Nc2ccc([N+](=O)[O-])cc2)cc1 (configuration not stated)
- Rat MKP-3 inhibitors = 1.9%
- Hsp70 inhibitors = -5.4%
COc1nc(N)nc(CC(=O)C2CC2)n1
- Rat MKP-3 inhibitors = 1.8%
- Hsp70 inhibitors = 8.8%
CC(C1CC1)N(C(=O)NC1CCS(=O)(=O)C1)c1ccccc1 (configuration not stated)
- Rat MKP-3 inhibitors = -3.3%
- Hsp70 inhibitors = -1.6%
CCCN(CCC)C(=O)CSc1ncccc1C(=O)O
- Rat MKP-3 inhibitors = .
- Hsp70 inhibitors = 9.5%
CCOC(=O)N1CCN(C(=O)c2ccc(OC)c(OC)c2)CC1
- Rat MKP-3 inhibitors = .
- Hsp70 inhibitors = -1.3%
COc1cccc(-n2c(Cc3cc(=O)[nH]c(=O)[nH]3)nnc2SC(C)C)c1
- Rat MKP-3 inhibitors = -9.2%
- Hsp70 inhibitors = -5.0%

Part of the list above in order of length of the SMILES, descending.
O=C1C2CC=CCC2C(=O)N1CC(=O)N(Cc1ccccc1)C1CCS(=O)(=O)C1 (configuration not stated)
- Rat MKP-3 inhibitors = -12.8%
- Hsp70 inhibitors = -6.7%
O=C(CC1S/C(=N\N=C\c2ccccc2)NC1=O)Nc1ccccc1F (configuration not stated)
- Rat MKP-3 inhibitors = 4.8%
- Hsp70 inhibitors = -1.7%
CC(C1CC1)N(C(=O)NC1CCS(=O)(=O)C1)c1ccccc1 (configuration not stated)
- Rat MKP-3 inhibitors = -3.3%
- Hsp70 inhibitors = -1.6%
CCOc1ccc(S(=O)(=O)NCCC(=O)NC2=NCCS2)cc1
- Rat MKP-3 inhibitors = -8.5%
- Hsp70 inhibitors = 5.0%
CC(C)(C)c1cc(C(=O)Nc2cccc3ccccc23)ccn1
- Rat MKP-3 inhibitors = .
- Hsp70 inhibitors = 15.5%
O=C(NN1C(=O)CSC1c1ccc(Br)cc1)c1ccccc1 (configuration not stated)
- Rat MKP-3 inhibitors = -0.2%
- Hsp70 inhibitors = 0.4%
CC1=C(C(=O)NC(C)C)C2(CCC(C)CC2)OC1=O (configuration not stated)
- Rat MKP-3 inhibitors = 4.7%
- Hsp70 inhibitors = 5.1%

(list continues)
CC(NC(=O)C1CCC1)c1ccc(Cl)cc1 (configuration not stated)
- Rat MKP-3 inhibitors = -9.1%
- Hsp70 inhibitors = -0.9%
CCOc1ccc(N/C(SC)=C(/C#N)C(N)=O)cc1
- Rat MKP-3 inhibitors = 3.3%
- Hsp70 inhibitors = 0.1%
O=C(CN1C(=O)CCSc2ccccc21)Nc1ccc2c(c1)OCCO2
- Rat MKP-3 inhibitors = 3.8%
- Hsp70 inhibitors = 0.8%
Cn1cccc1C(=O)NC(=O)COC(=O)CC12CC3CC(CC(Br)(C3)C1)C2
- Rat MKP-3 inhibitors = .
- Hsp70 inhibitors = -1.6%
CC(=O)Nc1nc2ccccc2n1CCN(C)C
- Rat MKP-3 inhibitors = 2.0%&-3.2%
- Hsp70 inhibitors = -3.7%&-0.4%
CCN(C(=O)c1cc(OC)c(OC)c(OC)c1)c1ccccc1
- Rat MKP-3 inhibitors = 2.6%
- Hsp70 inhibitors = -2.5%
Cc1ccc(C(=O)N/C(=C\c2sccc2C)C(=O)NCCCN2CCOCC2)cc1
- Rat MKP-3 inhibitors = 3.1%
- Hsp70 inhibitors = -3.2%
CC(C)c1ccc(CC(C)C2C3=C(CCCC3=O)OC3=C2C(=O)CCC3)cc1 (configuration not stated)
- Rat MKP-3 inhibitors = .
- Hsp70 inhibitors = -1.3%
COC(=O)c1ccc(COc2ccc3c(C)c(C)c(=O)oc3c2C)o1
- Rat MKP-3 inhibitors = 3.9%
- Hsp70 inhibitors = 7.2%
O=C(CCc1ccc(S(=O)(=O)N2CCOCC2)cc1)Oc1ccccc1
- Rat MKP-3 inhibitors = 6.8%
- Hsp70 inhibitors = 3.8%
Cc1cccc(-c2cc3nc(-c4ccc([N+](=O)[O-])cc4)cc(=O)n3[nH]2)c1
- Rat MKP-3 inhibitors = 0.9%
- Hsp70 inhibitors = 1.3%
CC(=O)Oc1cccc(N2C(=O)c3ccc(C(=O)c4ccc5c(c4)C(=O)N(c4cccc(OC(C)=O)c4)C5=O)cc3C2=O)c1
- Rat MKP-3 inhibitors = -0.1%
- Hsp70 inhibitors = -1.0%
CC1CCN(CCCNC(=O)Cc2c(C(=O)O)n(C)c3ccccc23)CC1
- Rat MKP-3 inhibitors = 3.2%
- Hsp70 inhibitors = -7.3%
COc1ccc(-c2c(N)nnc3c2[nH]c2ccccc23)cc1OC
- Rat MKP-3 inhibitors = -0.2%
- Hsp70 inhibitors = 1.3%
CCCC(=O)c1ccc(N2CCN(C(=O)c3ccccc3F)CC2)c(F)c1
- Rat MKP-3 inhibitors = 3.7%
- Hsp70 inhibitors = -6.6%
C=CCn1cc(-c2ccccc2)cc(C#N)c1=O
- Rat MKP-3 inhibitors = .
- Hsp70 inhibitors = -2.5%
COC(=O)C1=NN(C(=O)c2cccc([N+](=O)[O-])c2)C(O)(c2ccccc2)C1 (configuration not stated)
- Rat MKP-3 inhibitors = 3.2%
- Hsp70 inhibitors = -1.3%
CCOc1ccc(N(C(C)=O)c2nc(C)cc(C)c2C#N)cc1
- Rat MKP-3 inhibitors = .
- Hsp70 inhibitors = -0.3%
COc1ccc(-n2nc(C(=O)N3CCN(c4ccc(F)cc4)CC3)c3ccccc3c2=O)c(OC)c1
- Rat MKP-3 inhibitors = 11.4%
- Hsp70 inhibitors = 1.3%
COC(=O)c1ccc(NC(=O)c2ccccc2NS(C)(=O)=O)cc1
- Rat MKP-3 inhibitors = -7.3%
- Hsp70 inhibitors = -0.4%

Screening results from PubChem.

Not all compounds are listed; the hit share may differ from the screen's.
